GPR55 beta-arrestin = GPR55 agonists via beta-arrestin recruitment, primary screen, imaging, U2OS cells, beta-arrestin-GFP redistribution (AID 1961); 290,000 compounds, 0.048% hits; U2OS GPR55 beta-arrestin-GFP redistribution imaging; higher % means a stronger effect; activation, % at 10 µM; hits with a dose series show EC50 in µM;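 active = activation above 40% with more than 50 cells counted in the well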;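 also: U2OS osteosarcoma cells stably expressing GPR55 and beta-arrestin-GFP; plate controls were DMSO negative control for no effect and LPI positive control for full effect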
SV40 large T antigen = TAg ATPase/helicase activity blockers – biochemical (AID 1903) | 310,000 compounds, 0.39% hits | one-dose inhibition, % at 20 µM; IC50 in µM for titrated hits | SV40 large T antigen ATPase/helicase inhibition assay; higher % means a stronger effect; in the data active = a potency from the dose series; also: strong numbers were not always called active
MgcRacGAP inhibition = MgcRacGAP GTPase-activating activity inhibitors, confirmation, biochemical, ADP Hunter fluorescence; MgcRacGAP-stimulated Rac1 GTP hydrolysis, ADP Hunter fluorescence; higher % means a stronger effect; GST-tagged Rac1 F28L mutant substrate; one-dose inhibition, % at 30 µM; IC50 in µM for titrated hits; 340,000 compounds, 0.6% hits; AID 624330;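 active = first-screen hits whose inhibition reached a set limit at any dose in the follow-up dose series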;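 also: fluorescence reports GDP produced by GAP-driven GTP hydrolysis; strong numbers were not always called active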
LYP phosphatase = PTPN22 lymphoid phosphatase activity blockers – biochemical, fluorescence intensity, uHTS (AID 1779). recombinant LYP phosphatase, fluorescence intensity; higher % means a stronger effect. one-dose inhibition, % at 11.5 µM; IC50 in µM for titrated hits. 290,000 compounds, 0.054% hits; in the data active = inhibition above about 50%;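 also: plate controls were vehicle with enzyme for no effect and no enzyme for full effect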
T cell modulator = modulates CD8 T cell binding to vesicles. 2C CD8+ T cell-vesicle binding, flow cytometry; hits give low values. calls only at 7 µM. 330,000 compounds, 0.068% hits;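 active = response, share of CD8 T cells binding vesicles, and their 90th percentile fluorescence all below set limits, cut at about 80% in these data, passing the limit was not always enough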
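Also added: QL9-peptide-loaded Drosophila micro-vesicles bearing Ld, ICAM-1 and B7-1; Test system: purified 2C TCR transgenic mouse naive CD8+ T cells; Measured by: cytometric PE anti-B7-1 and Alexa647 anti-CD8 signals after 1% paraformaldehyde fixation; Timing: binding step 1.5 h, 37 °C, antibody labelling 20 min, ice.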
NTR1 agonist = NTR1-driven beta-arrestin-GFP spot formation – imaging, U2OS cells, high content, primary screen (AID 493036) | P30989 | agonist mode | activation, % at 20 µM | 330,000 compounds, 0.17% hits;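 active = activation at or above 40% of the spot to cytoplasm intensity ratio, with at least 20 cells analyzed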;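 also: 0% = DMSO without peptide and 100% = 100 nM NTR1 peptide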
Target sequence (P30989 whole entry, looked up): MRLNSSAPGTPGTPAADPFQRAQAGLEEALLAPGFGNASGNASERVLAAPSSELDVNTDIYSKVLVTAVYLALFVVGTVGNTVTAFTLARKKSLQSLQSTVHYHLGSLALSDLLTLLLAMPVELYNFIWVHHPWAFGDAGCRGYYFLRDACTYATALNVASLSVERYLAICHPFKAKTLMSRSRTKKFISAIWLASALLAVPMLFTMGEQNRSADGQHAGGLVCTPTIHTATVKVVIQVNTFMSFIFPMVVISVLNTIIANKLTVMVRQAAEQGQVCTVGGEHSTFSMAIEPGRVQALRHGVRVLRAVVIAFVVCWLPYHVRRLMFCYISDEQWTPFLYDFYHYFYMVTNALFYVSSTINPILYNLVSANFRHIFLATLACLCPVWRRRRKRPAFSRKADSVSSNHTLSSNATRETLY
Lipid droplet = modulators of hepatic lipid droplet formation; AML12 mouse hepatocytes, oleate lipid droplets, BODIPY imaging; inhibition, % at 6.5 µM; 240,000 compounds, 0.4% hits; AID 1656;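 active = lipid droplet intensity inhibited by at least 50%, with more than 500 cells counted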
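Assay system: AML12 hepatocytes (mouse) / Also added: 100 µM oleic acid challenge / Times: overnight treatment with compound plus oleate / Detection: high-content imaging of BODIPY-stained droplets and DAPI nuclei / Evaluation: % inhibition of lipid droplet signal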
GPR35 antagonists = inhibition of zaprinast-stimulated GPR35 beta-arrestin translocation – imaging, U2OS, beta-arrestin-GFP, zaprinast agonist, primary screen (AID 2058). U2OS GPR35 beta-arrestin-GFP translocation imaging, zaprinast antagonism; higher % means a stronger effect. one-dose inhibition, % at 10 µM; IC50 in µM for titrated hits. 290,000 compounds, 0.052% hits;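 active = inhibition of at least 50% with at least 30 cells and total cytoplasm GFP at most 10,000,000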
GPR55 antagonists = GPR55 antagonists blocking LPI-driven arrestin recruitment, primary screen, imaging, U2OS, beta-arrestin-GFP, LPI agonist (AID 2013); U2OS GPR55 beta-arrestin-GFP translocation imaging, LPI antagonism; higher % means a stronger effect; inhibition, % at 10 µM, or IC50 in µM where a hit was titrated; 290,000 compounds, 0.13% hits;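 active = spots per cell inhibited over 60%, with over 100 cells counted and total cytoplasm intensity under 500,000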;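 also: U2OS cells stably carrying GPR55 and arrestin-GFP stimulated by 5 µM LPI near EC80; imaged beta-arrestin-GFP aggregate spots per cell after agonist stimulation; plate controls were LPI-stimulated DMSO wells for no effect and DMSO wells without LPI for full effect; some results filed as inactive read as strong as hits; confirmed hits need IC50 under 10 µM and bright autofluorescent wells are also inconclusive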
Lipid droplet cells 6.5 µM = recorded beside Lipid droplet, whose call it bears; cell count; measured here: cell count, cytotoxicity flag;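 cells counted across two imaged fields per well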
T cell modulator vesicle-bound % = recorded beside T cell modulator, whose call it bears; double positive events, %; measured here: CD8+ vesicle-bound cell fraction;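 binding gate set so that unloaded-vesicle control wells show 10% double positive cells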
NTR1 agonist cell count 20 µM = further read-out of NTR1 agonist, marked with its call; cell count; measured here: cell count, cytotoxicity flag
* marks the source's active call; other numbers are inactive results; i = inactive; · = no result given; & = joins results of further samples.

molecule	Lipid droplet cells 6.5 µM	SV40 large T antigen	MgcRacGAP inhibition	GPR55 antagonists	NTR1 agonist	NTR1 agonist cell count 20 µM	Lipid droplet	T cell modulator	LYP phosphatase	T cell modulator vesicle-bound %	GPR35 antagonists	GPR55 beta-arrestin
COc1cc(/C=N/n2c(C)n[nH]c2=S)ccc1OCc1ccc(F)cc1	613	8%	3%	5%	3.9	56	-25	i	-8%	43	3%	0.1%
CC(=O)N1CCN(C(=O)c2ccc(OC3CCN(CCc4ccccc4)CC3)cc2)CC1	835	10%	9%	-10%	-0.6	68	0	i	-8%	67	4%	0.3%
CC1(O)c2ccccc2C(=O)N1CCc1ccccc1F (stereo not given)	·	6%	-2%	0%	-1.3	44	·	i	-15%	3	-11%	-0.1%
Cc1ccc(NC(=O)CN2C(=O)S/C(=C\c3ccccn3)C2=O)cc1	691	24%	-1%	-4%	1.6	42	12	i	-1%	38	2%	-0.1%
C#CCOCCOCCOCCNc1nc(N2CCN(C(=O)[C@H]([C@@H](C)CC)n3cc([C@@H](N)CO)nn3)CC2)nc(N2CCN(C(=O)[C@H]([C@@H](C)CC)n3cc([C@@H](N)CO)nn3)CC2)n1	690	·	·	-2%	-1.2	61	7	·	-10%	·	-6%	-0.1%
Cc1cc(C(=O)N/N=C2\CC(=O)c3ccccc32)c(C)n1-c1ccc(F)cc1	750	28%	2%	4%	1.8	62	27	i	-6%	27	5%	1.0%
COc1ccc(C(=O)COC(=O)CCC(=O)c2cccs2)cc1	694	2%	8%	6%	0.6	97	0	i	0%	51	-2%	-0.3%
C=CCOc1cccc(C2C(C(=O)c3ccc(C)o3)=C(O)C(=O)N2Cc2ccncc2)c1 (stereo not given)	·	3%	12%	10%	1.4	63	·	i	-12%	49	59%	-0.2%
N#Cc1cccc(NC(=O)CNc2cccc(S(=O)(=O)N3CCCCC3)c2)c1	·	11%	5%	·	-0.4	45	·	i	·	52	·	·
CCn1cc(C(=O)O)c(=O)c2cc3c(cc21)OCO3	732	6%	·	17%	-0.6	63	-13	i	-8%	16	-4%	-0.1%
CC(=O)c1cccc(NC(=O)CN2C(=S)NC(C)(C)CC2C)c1 (stereo not given)	689	24%	6%	6%	-0.1	52	15	i	-2%	45	-8%	-0.4%
COc1ccccc1C1CC(c2ccccc2)Nc2ncnn21 (stereo not given)	·	1%	6%	-3%	0.5	87	·	i	-7%	26	-8%	0.3%
CCOc1ccc(CCNC(=O)CCS(=O)(=O)c2ccc(Br)cc2)cc1OCC	410*	6%	·	8%	1.8	63	54*	i	-6%	39	17%	-0.1%
O=C(NCc1ccco1)C1CCCN1C(=O)NCc1ccccc1 (stereo not given)	·	4%	6%	0%	3.4	79	·	i	-14%	57	2%	-0.1%
COc1ccc(C(C)=O)cc1CSc1nnc(-c2ccccc2O)n1-c1ccccc1	·	10%	9%	20%	0.5	60	·	i	3%	42	-2%	-0.1%
CCN1CCN(c2oc(/C=C/c3ccccc3)nc2C#N)CC1	698	2%	8%	-2%	-0.5	51	-5	i	-45%	37	7%	0.5%
Cc1ccc(C)c(Nc2c([N+](=O)[O-])ccc3nonc23)c1	833	6%	8%	-1%	5.2	47	-5	i	-4%	25	10%	0.0%
CCN1CCC[C@H]1CNC(=O)c1cc(S(N)(=O)=O)ccc1OC	731	7%&1%	·	5%	0.9	66	-1	i	-4%	45	-6%	-0.5%
Cc1ccc(C)c(SCC(=O)Nc2cccnc2Cl)c1	654	19%	8%	0%	1.4	39	16	i	2%	49	2%	-0.2%
CSCCC(NC(=O)C1CC1)c1nc2ccccc2[nH]1 (stereo not given)	·	15%	7%	-2%	0.9	88	·	i	-1%	51	5%	-0.2%
CC(C)C(=O)N=c1sc2cccc(F)c2n1C	709	19%	14%	2%	-0.5	53	-7	i	-5%	30	2%	-0.3%
c1ccc2c(c1)OC(CCCN1CCCCC1)c1ccccc1S2 (stereo not given)	704	-3%	6%	12%	-0.3	55	-34	i	5%	29	13%	-0.2%
Cc1ccc2c(c1)N(CC(=O)N1CCCC1)C(=O)C(C)O2 (stereo not given)	·	6%	1%	-9%	0.3	63	·	i	-9%	34	3%	0.4%
COc1cc(C2Nc3ccccc3NC3=C2C(=O)CC(C)(C)C3)cc(OC)c1OC(C)=O (stereo not given)	837	17%	10%	14%	0.1	55	2	i	0%	57	2%	-0.1%

Two of these compounds, set out differently:
SMILES: COc1ccc(C(=O)COC(=O)CCC(=O)c2cccs2)cc1
  Lipid droplet cells 6.5 µM: 694
  SV40 large T antigen: 2%
  MgcRacGAP inhibition: 8%
  GPR55 antagonists: 6%
  NTR1 agonist: 0.6
  NTR1 agonist cell count 20 µM: 97
  Lipid droplet: 0
  T cell modulator: i
  LYP phosphatase: 0%
  T cell modulator vesicle-bound %: 51
  GPR35 antagonists: -2%
  GPR55 beta-arrestin: -0.3%
SMILES: C=CCOc1cccc(C2C(C(=O)c3ccc(C)o3)=C(O)C(=O)N2Cc2ccncc2)c1 (stereo not given)
  Lipid droplet cells 6.5 µM: ·
  SV40 large T antigen: 3%
  MgcRacGAP inhibition: 12%
  GPR55 antagonists: 10%
  NTR1 agonist: 1.4
  NTR1 agonist cell count 20 µM: 63
  Lipid droplet: ·
  T cell modulator: i
  LYP phosphatase: -12%
  T cell modulator vesicle-bound %: 49
  GPR35 antagonists: 59%
  GPR55 beta-arrestin: -0.2%

Remaining list, next part.
molecule	Lipid droplet cells 6.5 µM	SV40 large T antigen	MgcRacGAP inhibition	GPR55 antagonists	NTR1 agonist	NTR1 agonist cell count 20 µM	Lipid droplet	T cell modulator	LYP phosphatase	T cell modulator vesicle-bound %	GPR35 antagonists	GPR55 beta-arrestin
CN1CCN(S(=O)(=O)c2cccc(C(=O)Nc3cc(C(N)=O)cc(C(N)=O)c3)c2)CC1	805	7%	3%	-1%	1.1	52	0	i	-11%	20	-4%	-0.2%
CCN1CC(C)C(O)(c2ccccc2)CC1C (stereo not given)	696	2%	6%	4%	0.6	60	-1	i	-8%	15	6%	0.0%
O=C(Cn1nc(Cc2cccnc2)c2ccccc2c1=O)NCC1COc2ccccc2O1 (stereo not given)	·	-9%	-2%	0%	-1.8	56	·	i	-4%	31	10%	-0.1%
O=C(CCCCCN1C(=O)c2ccccc2C1=O)Nc1nccs1	·	10%	-10%	-1%	1.9	76	·	i	-11%	26	7%	-0.1%
COCCNC(=O)CN1C(=O)CSc2ccc(S(=O)(=O)N3CCOCC3)cc21	810	5%	-19%	-2%	-0.5	47	23	i	-5%	35	21%	-0.2%
CCSc1nnc(NC(=O)c2cc3c(s2)CCCC3)s1	781	5%	3%	7%	5.6	61	-1	i	-4%	11	11%	-0.1%
Clc1ccc(OCCCN2CCc3ccccc3C2)c(Br)c1	780	11%	12%	11%	5.6	57	-1	i	-7%	57	-2%	-0.2%
O=C(Nc1cc(Oc2ccccc2)cc([N+](=O)[O-])c1)C12CC3CC(C1)CC(n1cnc(Cl)n1)(C3)C2	·	11%	5%	7%	3.1	76	·	i	-4%	28	5%	0.6%
O=C(Nc1c2c(nn1-c1cccc(Cl)c1)CS(=O)(=O)C2)C1CC1	672	6%	6%	20%	-0.6	66	11	i	-8%	6	3%	0.0%
CN(C)CCCOc1ccc2c(c1)Sc1ccccc1CC2=O	702	-5%	12%	1%	-2.4	88	-27	i	0%	56	1%	-0.3%
O=C(NCc1ccc(Cl)cc1Cl)c1ccc2nc[nH]c2c1	596	28%	3%	7%	2.1	74	5	i	-4%	42	6%	0.2%
O=C(CCCOc1ccc(Cl)cc1Cl)Nc1ccccc1C(=O)O	686	0%	4%	-6%	0.5	81	0	i	-7%	28	-3%	0.4%
COC(=O)CN1C(=O)C(O)(CC(=O)c2ccc(C)cc2)c2ccccc21 (stereo not given)	708	3%	-2%	-2%	0.6	67	17	i	-1%	26	-6%	-0.2%
CC1(C)CC(=NOC(=O)c2ccccc2)CC(C)(C)N1	693	-1%	8%	-2%	2.2	70	-3	i	-2%	12	0%	-0.3%
CN1C(C(=O)c2ccccc2)=C(N)c2ccccc2S1(=O)=O	724	25%	2%	5%	-0.5	34	-20	i	-2%	34	11%	0.3%
CCOc1ccc(-n2c(N)c(C(=O)NCc3ccco3)c3nc4ccccc4nc32)cc1	700	10%	7%	-9%	0.6	68	-14	i	-4%	32	2%	-0.1%
Cc1nn(Cc2ccccc2Cl)c2sc(C(=O)OC3CCCC3=O)cc12 (stereo not given)	·	15%	11%	0%	2.0	70	·	i	0%	18	1%	0.1%
Cc1cc(C)n2nc(C(=O)N3CCN(Cc4ccc5c(c4)OCO5)CC3)nc2n1	712	2%	11%	1%	2.3	69	7	i	-4%	40	16%	0.1%
COc1cccc(NC(=S)N(Cc2ccc(C)cc2)Cc2ccccn2)c1	678	11%	12%	6%	2.2	58	-21	i	-3%	45	-14%	0.5%
CC(=N\Nc1ccccc1)/C(=N/O)C(=O)Nc1ccccc1	·	-10%	12%	8%	1.8	63	·	i	-7%	53	-19%	-0.2%
Oc1cccc(C(O)CNCc2ccc(-c3ccccc3)cc2)c1 (stereo not given)	666	5%	3%	-11%	3.4	35	-7	i	-11%	38	5%	-0.1%
COc1ccc(C(C)=O)cc1COC(=O)c1c(C)noc1C	·	11%	10%	0%	0.3	73	·	i	-5%	24	0%	0.3%
CCn1c(=O)c(=O)[nH]c2cc(C(=O)N3CCN(Cc4ccc5c(c4)OCO5)CC3)ccc21	711	8%	7%	-6%	3.2	31	14	i	0%	0	12%	0.1%
C/C(N)=C(/C#N)C(=O)CSc1nnc(Nc2cccc(C)c2)s1	712*	18%	6%	5%	5.7	73	78*	i	3%	49	-11%	0.6%
O=C(CCN1C(=O)[C@@H]2Cc3ccccc3CN2C1=O)Nc1cccc(F)c1	697	8%	9%	18%	0.9	57	1	i	-4%	7	3%	-0.1%
CS(=O)(=O)c1ccc(C(=O)NC2CCOC2=O)cc1 (stereo not given)	·	-3%	0%	-1%	-0.1	97	·	i	-10%	43	5%	0.4%
CCN(CC)C(=O)c1ccc(-c2ccccc2)cc1	798	5%	8%	-5%	-1.3	41	2	i	-6%	40	4%	-0.1%
O=C(CSc1ccc([N+](=O)[O-])cn1)Nc1nccs1	686	11%	-6%	3%	1.0	57	-2	i	-9%	36	10%	0.3%
CN(C)c1cc[n+](CC(=O)Nc2ccc(OC(F)F)cc2)cc1	733	-3%	9%	-4%	3.4	48	-3	i	-4%	23	-8%	-0.2%
